ATXN2 expr inh: inhibitors of ATXN2 expression; 360,000 compounds, 0.72% hits; Potency, µM (series often up to 57 µM), inactives show at the top dose activity change, negative = inhibition, hits mostly inhibitors; AID 1745845; HEK-293 ATXN2-luciferase reporter, luminescence, 24 h; also: potency is read from the fitted curve at half-maximal effect; % is scaled to controls: 0 for no effect and ±100 for the full control effect; nearly all actives have a fitted effect of over 55% in size
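ATXN2-luciferase reporter cells (luciferase flanked by upstream and downstream ATXN2 gene portions) were treated 24 h at 37 °C with compounds at up to 57 uM. SteadyGlo luminescence gave expression; GF-AFC fluorescence gave viability.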
IL1B secr inh: inhibitors of inflammasome signaling (IL-1 beta secretion) | THP-1 LPS/ATP IL-1B secretion, AlphaLISA, 16 h; active compounds read low | activity change, % at 57.5 µM | 360,000 compounds, 4.7% hits | AID 743279; in the data active = activity change below about -50%; inconclusive = mostly about -30% to -49%; also: % is scaled to controls: 0 for no effect and ±100 for the full control effect
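THP-1 cells pretreated 1 hr with compounds (up to 57.5 uM final), then stimulated with LPS (250 ng/mL final) plus ATP (1.25 mM final); secreted IL-1B measured by AlphaLISA after 16 hr, decreased signal indicating inhibition.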
KB-V1 cytotox: kills drug-selected multidrug resistant KB-V1 cells; AID 1347076; 400,000 compounds, 3.4% hits; Potency, µM (doses to about 46.1 µM), without a hit: top-dose activity change, negative = cytotoxicity, most hits filed as cytotoxic; KB-V1 MDR cells viability, CellTiter-Glo, 72 h; also: potency is read from the fitted curve at half-maximal effect; % is scaled to controls: 0 for no effect and ±100 for the full control effect; nearly all actives have a fitted effect of over 60% in size
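KB-V1 cells (P-gp-expressing MDR subline of KB-3-1) in phenol-red-free DMEM with 10% FBS were exposed to library compounds over a concentration series for 72 h at 37 degrees C. Viability read by CellTiter-Glo luminescence; concentration-effect curves fitted after normalization.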
HT1080-NT tox: kills 2HG-producing HT-1080-NT fibrosarcoma cells | 360,000 compounds, 1.6% hits | Potency, µM (series often up to 46.1 µM), for inactives: top-dose activity, negative = less viability, usual class: cytotoxic | AID 686970 | HT-1080-NT fibrosarcoma viability, CellTiter-Glo ATP luminescence, 48 h;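 also: NT is the 2HG producing partner of a matched IDH1 knockdown line; potency is read from the fitted curve at half-maximal effect; 0% = DMSO-treated cells and -100% = media-only wells without cells; nearly all actives have a fitted effect of over 55% in size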
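Toxicity toward the 2HG-producing NT line was scored as %Activity, normalised to DMSO and no-cell wells, from CellTiter-Glo luminescence after 48 hours' treatment.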
WRN helicase inh: WRN helicase (human) inhibition | WRN helicase unwinding, fluorescent forked duplex, kinetic | AID 651768 | 360,000 compounds, 0.46% hits | Potency, µM (titrated, usually from 114 µM), for inactives: top-dose activity change, negative = inhibition, hits mostly inhibitors | Q14191; also: potency is read from the fitted curve at half-maximal effect; % is scaled to controls: 0 for no effect and ±100 for the full control effect; nearly all actives have a fitted effect of over 55% in size
Target sequence (Q14191 whole entry, looked up): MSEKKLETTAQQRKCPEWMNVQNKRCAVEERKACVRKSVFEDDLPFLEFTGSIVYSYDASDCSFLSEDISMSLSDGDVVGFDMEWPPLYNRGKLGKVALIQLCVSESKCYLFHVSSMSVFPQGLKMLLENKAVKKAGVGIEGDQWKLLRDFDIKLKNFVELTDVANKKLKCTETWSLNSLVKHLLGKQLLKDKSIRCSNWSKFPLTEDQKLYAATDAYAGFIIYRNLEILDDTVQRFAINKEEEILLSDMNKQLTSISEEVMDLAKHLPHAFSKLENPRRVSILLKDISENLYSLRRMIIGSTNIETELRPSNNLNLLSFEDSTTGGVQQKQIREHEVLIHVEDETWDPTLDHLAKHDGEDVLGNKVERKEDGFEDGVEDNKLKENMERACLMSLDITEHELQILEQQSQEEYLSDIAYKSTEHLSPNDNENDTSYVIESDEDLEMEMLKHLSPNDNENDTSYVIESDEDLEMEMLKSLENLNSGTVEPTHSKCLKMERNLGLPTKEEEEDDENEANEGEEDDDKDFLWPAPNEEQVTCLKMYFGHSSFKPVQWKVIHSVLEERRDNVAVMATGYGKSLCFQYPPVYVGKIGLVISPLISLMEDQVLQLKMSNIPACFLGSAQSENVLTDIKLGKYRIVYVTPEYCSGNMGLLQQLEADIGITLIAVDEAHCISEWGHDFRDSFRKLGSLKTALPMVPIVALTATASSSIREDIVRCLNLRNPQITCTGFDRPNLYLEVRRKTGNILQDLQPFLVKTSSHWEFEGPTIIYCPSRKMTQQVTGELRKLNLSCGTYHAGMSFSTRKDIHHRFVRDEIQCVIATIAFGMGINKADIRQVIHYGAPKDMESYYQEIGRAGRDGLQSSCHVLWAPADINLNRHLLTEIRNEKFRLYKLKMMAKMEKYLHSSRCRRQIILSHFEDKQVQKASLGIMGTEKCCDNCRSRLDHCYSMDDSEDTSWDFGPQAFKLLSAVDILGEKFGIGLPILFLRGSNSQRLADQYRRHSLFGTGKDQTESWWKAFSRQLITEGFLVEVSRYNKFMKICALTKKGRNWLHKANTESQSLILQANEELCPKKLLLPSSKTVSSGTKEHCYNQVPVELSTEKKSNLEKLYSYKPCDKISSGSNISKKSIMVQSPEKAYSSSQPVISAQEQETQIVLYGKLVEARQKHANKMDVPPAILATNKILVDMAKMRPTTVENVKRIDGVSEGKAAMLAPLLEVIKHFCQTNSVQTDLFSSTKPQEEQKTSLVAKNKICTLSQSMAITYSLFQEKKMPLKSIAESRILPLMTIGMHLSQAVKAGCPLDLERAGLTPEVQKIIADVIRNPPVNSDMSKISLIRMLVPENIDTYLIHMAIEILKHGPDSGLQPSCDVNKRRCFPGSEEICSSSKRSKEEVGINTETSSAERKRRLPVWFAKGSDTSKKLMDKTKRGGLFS
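Enzyme (20 nM final) and test compound sit together 15 min at room temperature before substrate addition. Substrate is a single-forked duplex oligonucleotide (100 nM) labelled with fluorophore and quencher, with 2 mM ATP; helicase unwinding raises red fluorescence, read kinetically.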
MCF10A rereplic: inducers of DNA re-replication in MCF 10A breast cells. MCF 10A DNA re-replication, Hoechst nuclear intensity, 48 h. Potency, µM (highest dose often 46.1 µM), for the others: top-dose activity, positive = re-replication, actives largely listed as activators. 350,000 compounds, 2.9% hits. AID 624296; also: potency is read from the fitted curve at half-maximal effect; % of control where 0% means no effect; nearly all actives have a fitted effect of over 50% in size
KB-3-1 cytotox: KB-3-1 parental cell cytotoxicity; KB-3-1 viability, CellTiter-Glo ATP luminescence, 72 h; Potency, µM (titrated, usually from 46.1 µM), without a hit: at the highest dose activity change, negative = cytotoxic, actives largely listed as cytotoxic; 400,000 compounds, 1.4% hits; also: potency is read from the fitted curve at half-maximal effect; % is scaled to controls: 0 for no effect and ±100 for the full control effect; nearly all actives have a fitted effect of over 60% in size
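Parental KB-3-1 viability, qHTS format: 72 h compound exposure, 37 °C; CellTiter-Glo; media-only wells and DMSO plates as controls; concentration-effect fits on corrected data.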
SW480 rereplic: induces DNA re-replication in SW480 colon adenocarcinoma cells | Potency, µM (titrated, usually from 46.1 µM), without a hit: at the highest dose re-replication activation, hits mostly activators | SW480 DNA re-replication, Hoechst DNA content imaging, 48 h | 340,000 compounds, 1.8% hits | AID 624297; also: potency is read from the fitted curve at half-maximal effect; % of control where 0% means no effect; nearly all actives have a fitted effect of over 55% in size
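Per well, 250 cells were exposed to pinned compound for 48 hr. Nuclear DNA was visualised with Hoechst (40 min, 37 C) and total object intensity recorded by fluorescence scanning.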
HT1080 IDH1KD tx: toxicity to HT-1080 IDH1 knockdown cells (counter line). HT-1080 IDH1 knockdown viability, ATP luminescence, 48 h. Potency, µM (top dose mostly 46.1 µM), for inactives: at the top dose activity, negative = toxicity, actives largely listed as cytotoxic. 360,000 compounds, 2% hits;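 also: potency is read from the fitted curve at half-maximal effect; 0% = DMSO wells and -100% = cell-free medium wells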
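Luminescent ATP read-out (CellTiter-Glo, 10 min at room temperature) after 48 h compound exposure at 37 °C gave viability of IDH1-knockdown HT-1080 cells. Activity was normalised to DMSO and cell-free wells, then fitted as concentration-response curves.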
Numbers without * were called inactive; i = inactive; ? = inconclusive; nt = not tested or not shown; [ ] = another dose, or the depositor's remark. Unless noted, calls follow the shape of the dose curve; as a rule, active = well fitted curve in the direction sought with a large enough effect; inconclusive = small, poorly fitted or top-dose-only effect, or another doubt; inactive = no such curve, though single readings can be large; an effect the other way counts as inactive or inconclusive.

Structure	MCF10A rereplic	ATXN2 expr inh	HT1080-NT tox	SW480 rereplic	KB-V1 cytotox	HT1080 IDH1KD tx	WRN helicase inh	KB-3-1 cytotox	IL1B secr inh
CCC(=O)N1CCc2cc(Br)c(S(=O)(=O)CCC(=O)NCCc3ccccc3)cc21	1%	0%	10%	10%	0%	11%	5%	4%	-8
S=c1[nH]nc(-c2n[nH]c3c2CCC3)n1/N=C/C=C/c1ccco1	-1%	nt	0%	-21%	18%	-2%	?	2%	12
Cc1ccc(C2/C(=C(\O)c3cnn(-c4ccccc4)c3C)C(=O)C(=O)N2CCN(C)C)o1 (centres undefined)	-5%	94%[activator]	20%	2%	0%	18%	4%	20%	-18
Cc1csc(NC(=O)C2CCN(S(=O)(=O)c3ccccc3)CC2)n1	5%	-8%	-9%	0%	?	0%	-4%	?	-7
CC(=Nc1ccccc1)C1=C(O)CSC1=O	10%	29%	9%	-3%	-5%	-24%	-18%	-3%	-2
Nc1cc2c3c(cccc3c1)C(=O)N(CCN1CCCC1)C2=O	?	?	21µM*	15µM*	23µM*	?	7%[11.6 µM]	?	-99*
Cc1nc2c3ccccc3n(Cc3ccccc3F)c2s1	15µM*	nt	-19%	17%	?	-23%	-1%	-4%	49
Cc1ccc(NC(=O)C2CCCO2)c(Br)c1 (centres undefined)	1%	nt	-2%	?	15%	1%	1%	?	3
CN(CC(CC(=O)Nc1nncs1)c1ccccc1)S(=O)(=O)c1ccccc1 (centres undefined)	5%	-4%	-2%	-1%	-18%	-3%	-9%	?	0
COc1ccc(OCc2cc(C(=O)N(C)CC3CCCCO3)no2)c(Cl)c1 (centres undefined)	2%	44%[activator]	6%	-4%	?	4%	-20%	-9%	i
CCOC(=O)c1c(NC(=O)C(F)(OC)C(F)(F)F)sc2c1CCN(C)C2 (centres undefined)	-6%	13%	-2%	4%	-23%	-5%	2%	2%	-10
COc1ccc2oc(C)c(NC(C)=O)c2c1	324%[0.0737 µM]	-1%	-2%	?	20%	10%	6%	8%	-3
O=[N+]([O-])c1ccc(Cl)c(CN2CCN(c3ncc(Cc4ccccc4)cn3)CC2)c1	nt	nt	-20%	nt	5.2µM*	-22%	-13%	?	15
COc1ccccc1-c1nnc(SCC(=O)NC2CCCCC2)n1C	-1%	-8%	17%	-3%	-31%	17%	18%	3%	15
O=C(Nc1nnc(-c2ccccc2)o1)Nc1ccc(F)cc1F	-7%	14%[11.3 µM]	9%	0%	-15%	10%	-14%[57.1 µM]	-1%	-15
CC(=O)C1=C(C)NC(=O)CC1c1ccccc1Cl (centres undefined)	11%	-4%	0%	3%	-7%	-2%	-2%	3%	-26
COC(=O)C1=C(C)n2nnnc2NC1c1ccc(Cl)cc1 (centres undefined)	6%	-5%	2%	6%	-8%	-1%	-9%	1%	-6
Cc1csc(C(C#N)C(=O)c2cc3ccccc3o2)n1 (centres undefined)	19%	-18%	?	9%	21µM*	?	-13%	?	11
COc1ccc(OC)c(NC(=O)Nc2ccc(Cl)cc2)c1	?	-4%	-27%	-1%	?	-15%	-22%	3%	-66*
COc1cc(C(=O)C(O)c2ccc(O)c(OC)c2)ccc1O (centres undefined)	-2%	-4%	-3%	-1%	23%	6%	-13%	-28%	6
C1COCCNCCOCCOCCOCCN1	-6%	3%	-1%	10µM*	-4%	-1%	-12%	-2%	-1
CN(CCc1ccccc1)C(=O)c1ccc(NC(=O)Cc2cccc(NC(=O)C3CCN(C(=O)c4ccccc4)CC3)c2)cc1	32%	7%	-15%	0%	0%	-15%	-3%	-1%	-9
Cc1cccc(C)c1NC(=O)CSc1nnc(-c2ccoc2C)n1CCc1ccccc1	3%	1%	4%	-2%	?	13%	3%	0%	-18
Cc1ccc2cc(CCNC(=O)c3cccs3)c(=O)[nH]c2c1	5%	34%[activator]	1%	-1%	?	10%	-6%	9%	-24
CC(C)(C)C(=O)Nc1cccc(-c2nc3ccccc3[nH]2)c1	-8%	25%	-3%	-4%[9.22 µM]	-17%	1%	2%	0%	-13
COc1cccc(OCCn2c(C)c(/C=N/n3cnnc3)c3ccccc32)c1	?	-6%	-15%	-7%	-1%	-12%	-4%	-5%	37
N#Cc1ccc2nc3c(nc2c1)CCCC3	1%	13%	23%	-4%	?	-13%	-4%	-11%	-7
CC(=O)Nc1sc2c(c1C(c1ccccc1Cl)N1CCN(CCO)CC1)CCCC2 (centres undefined)	3%	-15%	-16%	-1%	-2%	0%	0%	14%	-2
COc1ccc2cc(-c3[nH]ncc3CNCCn3nc(C)cc3C)ccc2c1	2%	?	3%	-2%	-10%	3%	-3%	11%	-13
Cc1cc2c(c(SCC(=O)NCCc3ccccc3)n1)C(=O)OC2	1%	4%	10%	-17%	1%	16%	-1%	-4%	-3

(list continues)
Structure	MCF10A rereplic	ATXN2 expr inh	HT1080-NT tox	SW480 rereplic	KB-V1 cytotox	HT1080 IDH1KD tx	WRN helicase inh	KB-3-1 cytotox	IL1B secr inh
COCCCN1C(=O)C(O)=C(C(C)=O)C1c1cccc(F)c1 (centres undefined)	-3%	-3%	9%	-3%	?	13%	2%	11%	22
COC(=O)c1ccccc1NS(=O)(=O)c1ccc(F)cc1	-2%	4%	4%	-8%	-5%	7%	1%	-1%	19
CN1C(=O)[C@H]2[C@@H](c3ccc(C(F)(F)F)cc3)N[C@]3(CCCN(Cc4cccn4C)C3=O)[C@H]2C1=O	nt	4%	-4%	nt	-6%	0%	1%	-5%	-19
COc1ccc(C(=O)Nc2cc(-c3nn4c(C)nnc4s3)ccc2C)cc1	-2%	-5%	-14%	1%	8%	-8%	4%	1%	21
O=C(c1ccc(Cl)cc1)N1C2C=CC(C2)C1(C(F)(F)F)C(F)(F)F (centres undefined)	5%	-1%	23%	-5%	1%	19%	-1%	24%	10
CCOc1ccc(S(=O)(=O)NCCC(=O)NCC(c2cccs2)N2CCOCC2)cc1 (centres undefined)	0%	-15%	5%	10%	5%	18%	-18%	-6%	31
COc1cc(/C=C/C(=O)N2CCN(C)CC2)cc(S(=O)(=O)N2CCc3ccccc32)c1OC	1%	-20%	-6%	4%	-4%	-2%	1%	11%	-22
CC/C(Cc1ccccc1)=N/NC(=O)c1cccc(Br)c1	2%	26%	25%	?	8%	?	0%	1%	9
COc1ccccc1NS(=O)(=O)c1cccc(NC(=O)CCNC(=O)c2ccccc2OC)c1	5%	nt	-4%	1%	-23%	-2%	4%	-5%	5
CC(NC(=O)c1ccc(N2CCNCC2)c([N+](=O)[O-])c1)C12CC3CC(CC(C3)C1)C2 (centres undefined)	?	-13%	16µM*	?	-12%	?	7%	-21%	-73*
CCOC(=O)N1CCN(S(=O)(=O)c2ccc(OCC)c(C)c2)CC1	-2%	3%	-1%	17%	?	-5%	-9%	-25%	-5
Cc1cc2c(NS(=O)(=O)c3ccc(F)cc3)cccc2nn1	-4%	-2%	-1%	-14%	14%	-7%	15%	0%	7
O=C(Nc1ccc2c(c1)OCCO2)c1ccccc1F	?	-21%	0%	?	8%	-1%	-20%	-1%	-9
CC(=O)/C=C(\C)Nc1ccc(-c2cnc(-c3ccccc3)o2)cc1	18%	10%	21%	-3%	-5%	27%	-23%	?	-5
N#Cc1cccc(NC(=O)NCCc2c[nH]c3ccccc23)c1	?	-9%	5%	5%	13%	17%	-1%	0%	-10
c1ccc2c(CCc3ccncc3)cccc2c1	12%	-22%	-5%	?	-15%	-3%	-7%	-3%	-88*
CN1CC[C@]2(CCN3CCc4c(oc5ccccc45)[C@@H]3C2)N(C)C1=O	11%	7%	?	-2%	?	-3%	-6%	-2%	25
COc1ccc(C(=O)Nc2ccccc2C(=O)N2CCCCCC2)cc1OC	-2%	8%	0%	-4%	nt	1%	-11%	nt	-9
O=c1[nH]c(C2CCN(S(=O)(=O)c3ccc([N+](=O)[O-])cc3)CC2)nc2c1nnn2Cc1ccccc1	30%	1%	14%	-9%	-6%	3%	0%	-1%	15
C#CCNC(=O)C1=C[C@@H](c2coc3ccccc3c2=O)[C@H](CCCO)[C@@H](OCC)O1	15%	2%	1%	-6%	-1%	9%	-4%	0%	-13
Cn1c(C(=O)N2CCC(C(=O)N3CCOCC3)CC2)cc2sccc21	-9%	-24%	8%	-9%	-13%	-4%	7%	-18%	14
COc1ccc2ccccc2c1-c1sc(Nc2ccccc2)n[n+]1-c1ccc(F)cc1	5%	28µM*	?	?	-8%	?	5%	4%	-78*
CCn1c(CCCCc2n[nH]c(=S)n2CC)n[nH]c1=S	?	-29%	0%	5%	4%	1%	11%	-3%	14
